PI5P4K alpha inh – inhibitors of human PI5P4K alpha | P48426 | PI5P4Kalpha enzyme, ADP-Glo luminescence, 60 min; stronger effect = lower value | max response, % | 1.2% of 330,000 active; active = max response of -50% or lower; inconclusive = between -30% and -50%; inactive = -30% or higher; also: value at the top dose of about 77 µM; % is scaled to controls: 0 for no effect and ±100 for the full control effect
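Human PI5P4Kalpha with substrate in 0.038 M HEPES pH 7.4, 0.28 mM EGTA, 0.1% CHAPS, 5% DMSO; reaction started with 5 microM ATP (final), 60 min at room temperature. ADP formed read by ADP-Glo luminescence.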
EPAC1 agonist – EPAC1 (human) agonism. EPAC1 agonist qHTS, biochemical assay; response scale: 100% = response to 6.5 mM cAMP. Potency, µM (top dose mostly 154 µM), inactives show top-dose activation, hits mostly activators. O95398. 0.073% of 360,000 active; also: potency is read from the fitted curve at half-maximal effect; nearly all actives have a fitted effect of over 60% in size
Target sequence (O95398 whole entry, looked up): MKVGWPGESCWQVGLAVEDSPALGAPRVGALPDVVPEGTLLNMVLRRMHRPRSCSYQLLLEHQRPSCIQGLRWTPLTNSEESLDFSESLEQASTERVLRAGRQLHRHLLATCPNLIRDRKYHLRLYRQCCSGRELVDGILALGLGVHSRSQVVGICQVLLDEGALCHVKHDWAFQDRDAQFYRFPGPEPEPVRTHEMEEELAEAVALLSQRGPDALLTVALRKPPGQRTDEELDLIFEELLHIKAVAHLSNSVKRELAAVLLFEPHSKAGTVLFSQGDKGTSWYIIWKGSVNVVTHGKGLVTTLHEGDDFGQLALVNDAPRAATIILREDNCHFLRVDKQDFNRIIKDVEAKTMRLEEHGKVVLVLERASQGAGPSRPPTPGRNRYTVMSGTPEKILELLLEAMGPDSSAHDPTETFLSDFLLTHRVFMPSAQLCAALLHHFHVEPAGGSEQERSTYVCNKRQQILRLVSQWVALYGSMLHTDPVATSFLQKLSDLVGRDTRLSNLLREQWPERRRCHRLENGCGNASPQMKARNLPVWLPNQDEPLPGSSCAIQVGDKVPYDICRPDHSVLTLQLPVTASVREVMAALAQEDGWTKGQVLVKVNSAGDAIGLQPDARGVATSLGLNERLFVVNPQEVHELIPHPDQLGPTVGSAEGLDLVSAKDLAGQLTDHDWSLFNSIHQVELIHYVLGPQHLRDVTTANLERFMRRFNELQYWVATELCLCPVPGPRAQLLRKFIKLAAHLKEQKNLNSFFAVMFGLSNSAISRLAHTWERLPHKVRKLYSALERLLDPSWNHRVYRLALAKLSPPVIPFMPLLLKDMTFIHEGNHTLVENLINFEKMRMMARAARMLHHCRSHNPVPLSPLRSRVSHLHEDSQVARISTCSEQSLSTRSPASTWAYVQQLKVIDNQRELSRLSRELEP
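Compounds were pinned as a concentration titration into mixtures of EPAC1 (100 nM), BODIPY-GDP-loaded Rap1B (250 nM) and GDP (50 uM). After 5 min at room temperature, fluorescence was followed for 30 min; activity was scaled to 6.5 mM cAMP.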
WRN helicase inh – inhibitors of human WRN helicase; WRN helicase unwinding, fluorescent forked duplex, kinetic; Potency, µM (series often up to 114 µM), without a hit: at the highest dose activity change, negative = inhibition, most hits filed as inhibitors; 0.46% of 360,000 active; also: potency is read from the fitted curve at half-maximal effect; % is scaled to controls: 0 for no effect and ±100 for the full control effect; nearly all actives have a fitted effect of over 55% in size
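Kinetic fluorescence helicase assay: unwinding of a quenched forked DNA duplex (100 nM final) with 2 mM ATP final raises red fluorescence (525/598 nm). Compounds sat 15 min at room temperature with 20 nM WRN beforehand.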
aSyn rescue – inhibitors of alpha-synuclein toxicity in yeast; Yeast expressing alpha-synuclein, growth rescue, BacTiter-Glo, 24 h; Potency, µM (top dose mostly 46.1 µM), for inactives: at the top dose growth rescue (activation), usual class: activators; 0.14% of 370,000 active; also: potency is read from the fitted curve at half-maximal effect; % of control where 0% means no effect; nearly all actives have a fitted effect of over 65% in size
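Galactose-induced alpha-syn yeast (OD600=0.02, raffinose-pregrown) + pinned cpd, 24 hr, 30 deg C; growth by BacTiter-Glo luminescence. Growth restoration scores as activation.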
FUS suppressor – FUS proteinopathy suppression in yeast. S. cerevisiae FUS-expressing, growth rescue, OD600, 24 h. Potency, µM (series often up to 76.6 µM), without a hit: at the highest dose growth rescue (activation), usual class: activators. 0.24% of 390,000 active;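 also: potency is read from the fitted curve at half-maximal effect; plate controls were DMSO vehicle for no effect and reference control for full effect; nearly all actives have a fitted effect of over 55% in size; some results filed as inactive show a strong effect at the top dose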
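Absorbance at 600 nm, taken 24hr after compound addition, measured rescue of FUS-yeast growth at 30C. Induction used 2% galactose with seeding at OD 0.005. Controls: CP55940 from 92uM final, DMSO only.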
EPAC1 antagonist – blocks human EPAC1 exchange factor. O95398. EPAC1 GEF assay, Rap1b-BODIPY-GDP exchange fluorescence. Potency, µM (titrated, usually from 115 µM), for the others: top-dose activity change, negative = inhibition, most hits filed as inhibitors. 0.14% of 360,000 active. AID 720709;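 also: potency is read from the fitted curve at half-maximal effect; plate controls were vehicle for no effect and positive control for full effect; nearly all actives have a fitted effect of over 50% in size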
PLK1 PBD block – PLK1 (human) polo-box domain binding inhibition; Plk1 PBD binding of FITC phosphopeptide, fluorescence polarization; Potency, µM, inactives show max response, negative = inhibition, actives largely listed as inhibitors; 2.8% of 360,000 active; AID 720504; also: potency is read from the fitted curve at half-maximal effect; series mostly up to about 57 µM; % is scaled to controls: 0 for no effect and ±100 for the full control effect; nearly all actives have a fitted effect of over 65% in size
IL-2 act – IL-2 activation | AID 652025 | 0.065% of 360,000 active | activation, % (series mostly up to about 46 µM) | IL-2 activation reporter assay, cell-based qHTS; stimulated with anti-CD3/CD4/CD28 beads; in transgenic mouse T cells; in the data active = activation above about 50%; inconclusive = mostly about 30% to 49%; also: 0% is about no effect
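EGFP and DsRed fluorescence is measured by plate cytometry in unstimulated transgenic mouse T cells exposed to compound for 60 minutes, then stimulated 18 hours at 37 degrees C with anti-CD3/anti-CD4 beads plus anti-CD28.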
Abeta yeast res – A-beta toxicity reversal in yeast | yeast expressing A-beta42, growth rescue, OD600, 48 h; response scale: 0% DMSO, 100% iron-clioquinol control | Potency, µM (top dose mostly 46.1 µM), inactives show at the highest dose growth rescue, usual class: activators | 0.063% of 410,000 active | AID 1347071; also: potency is read from the fitted curve at half-maximal effect; nearly all actives have a fitted effect of over 55% in size
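Growth rescue measured by 600 nm absorbance after 48 h yeast culture at 30 C with compound. Values normalized between DMSO and an equimolar ferric chloride plus clioquinol control.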
The depositor's hits bear a star; u = inconclusive; x = no result given; [ ] = another dose, or the depositor's remark. Unless noted, calls follow the shape of the dose curve; as a rule, active = well fitted curve in the direction sought with a large enough effect; inconclusive = small, poorly fitted or top-dose-only effect, or another doubt; inactive = no such curve, though single readings can be large; an effect the other way counts as inactive or inconclusive.

SMILES	PI5P4K alpha inh	EPAC1 agonist	WRN helicase inh	aSyn rescue	FUS suppressor	EPAC1 antagonist	PLK1 PBD block	IL-2 act	Abeta yeast res
CCOc1cccc2cc(C(=O)Oc3ccc(OC)cc3)c(=O)oc12	3	6%	-12%	-10%	13%	-5%	-4%	-0.4	8%
CCCOc1ccc(-c2nnc(-c3ccco3)o2)cc1	1	3%	-4%	-2%	11%	2%	-7%	-1.5	-1%
CC(C)OC(=O)c1ccc(N)cc1	-2	-3%	-1%	-1%	15%	-1%	-3%	-0.5	-5%
O=C(CSCc1ccccc1)N1CCc2ccccc21	2	9%	5%[57.1 µM]	1%	31%	-2%	-25%	-2.3	-15%
Cc1cc2oc(C(=O)NCC(c3ccco3)N3CCCC3)c(C)c2cc1C (stereo not given)	1	-3%	0%	1%	-13%	-26%	-5%	-3.1	-7%
CCOC(=O)c1c(NC(C)=O)sc2c1CCC(C=O)=C2Sc1ccccc1	x	0%	-9%	0%	u	-5%	-22%	-3.4	5%
O=C(CCn1c(=O)c2sccc2n(CC(=O)OCc2ccccc2)c1=O)NCc1ccccc1	-2	4%	-5%	-2%	0%	-4%	-2%	2.2	2%
NC(=S)N/N=C/c1cc([N+](=O)[O-])ccc1OCCOc1ccccc1	-5	15%	-7%	2%	-9%	5%	2%	-0.5	20%
COc1cccc(-n2nnc3c(=O)n(Cc4ccc(Cl)cc4)cnc32)c1	x	1%	-3%	7%	6%	-2%	-1%	-1.8	22%
COc1cccc(C(=O)N2CCN(c3ccccn3)CC2)c1	-1	0%	7%	-8%	-8%	9%	-8%	0.2	-14%
COc1cccc(OC)c1C(=O)Nc1ccncc1	2	11%	-1%	-6%	16%	-7%	-3%	4.3	14%
O=C(Nc1ccc2[nH]ccc2c1)c1ccccc1	-18	12%	-7%	-7%	25%	-17%	-2%	2.8	-3%
Cc1nnc(N2C(=O)C(O)=C(C(=O)c3ccco3)C2c2cccc([N+](=O)[O-])c2)s1 (stereo not given)	0	-3%	u	3%	x	12%	-6%	-3.2	0%
CC(=O)c1cccc(NC(=O)c2ccco2)c1	-7	6%	6%	0%	-2%	1%	-9%	-0.3	-9%
CNS(=O)(=O)c1cc(OCC(N)=O)c(C)cc1Cl	-8	3%	0%	-6%	21%	-2%	0%	0.4	12%
COc1ccc(-n2c(COc3ccc(C)cc3)nnc2SCC(N)=O)cc1	2	6%	-7%	-4%	6%	-5%	-2%	-0.2	17%
Cc1cc(C)n2nc(C(=O)OCC(=O)c3ccc(F)cc3)nc2n1	-27	-6%	2%	3%	3%	-7%	3%	-2.8	3%
Cc1ccc(CNC(=O)c2cccnc2)cc1	1	5%	-6%	-26%	-6%	-24%	-2%	-0.6	u
Cc1cc(C(=O)OCC(=O)N2CCCC2)c2ccccc2n1	x	7%	-4%	2%	14%	5%	-5%	-1.2	10%
Cn1c(Sc2ccc([N+](=O)[O-])cc2C(F)(F)F)nnc1-c1ccccc1	2	-3%	-2%	-13%	19%	5%	-3%	-2.0	-9%
CC(=O)c1cccc(NC(=O)CCS(=O)(=O)c2cccc3nsnc23)c1	-8	2%	-3%	1%	15%	-6%	24µM*	5.1	-2%
CCn1c(=O)c2c3c(sc2n2c(=S)[nH]nc12)CCC3	-8	4%	-5%	-1%	-13%	-5%	-13%	0.0	17%
O=C1c2ccccc2C(Nc2ccc3c(c2)OCCO3)N1c1ccc(Cl)cn1 (stereo not given)	-2	2%	-2%	0%	-3%	-12%	4%	-4.2	5%
COc1c(Br)cc(Br)cc1/C=N/n1c(C)nnc1C	-6	0%	-13%	3%	9%	0%	27µM*	3.9	0%

3 entries from above, with values under each structure.
Order of results: PI5P4K alpha inh	EPAC1 agonist	WRN helicase inh	aSyn rescue	FUS suppressor	EPAC1 antagonist	PLK1 PBD block	IL-2 act	Abeta yeast res
CCn1c(=O)c2c3c(sc2n2c(=S)[nH]nc12)CCC3
    -8	4%	-5%	-1%	-13%	-5%	-13%	0.0	17%
O=C1c2ccccc2C(Nc2ccc3c(c2)OCCO3)N1c1ccc(Cl)cn1 (stereo not given)
    -2	2%	-2%	0%	-3%	-12%	4%	-4.2	5%
COc1c(Br)cc(Br)cc1/C=N/n1c(C)nnc1C
    -6	0%	-13%	3%	9%	0%	27µM*	3.9	0%

The listing continues:
SMILES	PI5P4K alpha inh	EPAC1 agonist	WRN helicase inh	aSyn rescue	FUS suppressor	EPAC1 antagonist	PLK1 PBD block	IL-2 act	Abeta yeast res
COC(=O)c1ccc(COc2ccccc2/C=C(\C#N)C(=O)Nc2ccccc2C)cc1	10	-1%	-4%	2%	x	7%	-1%	4.2	7%
COc1ccc(CCN2C(=O)CC(N3CCN(C/C=C/c4ccccc4)CC3)C2=O)cc1OC (stereo not given)	3	-3%	0%	-5%	-2%	-7%	3%	0.0	3%
Cc1c(C(=O)NN2CCOCC2)cccc1[N+](=O)[O-]	0	-4%	4%	7%	3%	12%	3%	-3.1	-8%
COC(=O)c1ccc(C(=O)OC)c(NC(=O)C2CCCO2)c1 (stereo not given)	-1	-1%	8%	1%	12%	3%	-1%	-3.5	-22%
O=C1NC[C@H](CCCCN2C[C@H](Cc3ccc(O)cc3)N(CC3CCCCC3)C(=O)C2=O)N(CCc2ccccc2)C1=O	0	-2%	4%	-9%	33%	-29%	-5%	0.5	-5%
CCn1cc(C(=O)NCc2ccco2)c(=O)c2cc(S(=O)(=O)N3CCC(C)CC3)ccc21	16	7%	-10%	-1%	x	0%	-6%	-0.4	10%
CN(CC(=O)Nc1ccccc1C(F)(F)F)C(=O)CSc1nnnn1C	0	1%	1%	-8%	8%	-13%	-13%	1.2	-3%
CN(C(=O)c1ccc(NC(=O)Cc2ccc(NC(=O)C3CCCN(C(=O)CCc4ccccc4)C3)cc2)cc1)C1CCCC1 (stereo not given)	-2	-3%	-7%	2%	37%	-2%	1%	0.1	3%
COC(=O)c1ccc(Oc2nc(Nc3ccccc3)nc(N(C)C)n2)cc1	2	-5%	-5%	0%	12%	5%	3%	0.2	11%
CCN(CC)c1nc2ccccc2n(Cc2cccc(OC)c2)c1=O	24	14%	-19%	8%	6%	u	0%	-2.3	19%
Oc1cccc(NC(=S)Nc2ccccc2)c1	1	0%	1%	u	-18%	0%	-8%	-2.6	-1%
CSc1ccccc1NC(=O)COC(=O)c1c[nH]c(=O)[nH]c1=O	0	6%	4%	-11%	4%	-6%	-11%	-1.8	-2%
CCOc1cc(/C=C2\N=C3CCCCCN3C2=O)ccc1O	2	-6%	0%	-6%	-39%	24%	70%[activator]	0.8	17%
CCCN1CCC(NC(=O)Cc2ccccc2C)CC1	7	15%	5%	3%	-21%	5%	-2%	0.0	10%
Cc1[nH]c2ccc(C(=O)N3CCN(c4ccccn4)CC3)cc2c1C	6	4%	1%	6%	-21%	-5%	-7%	-0.3	2%
Cc1cc(C)nc(NNS(=O)(=O)c2c(C)cc(C(C)(C)C)cc2C)n1	-13	1%	-3%	-14%	52%	9%	-9%	-2.2	5%
NS(=O)(=O)c1c(Sc2ccccc2C(=O)O)ccc2ccccc12	-7	-7%	1%	9%	8%	-7%	-5%	0.5	-11%
O=C(Nc1nc(-c2ccc(Cl)s2)cs1)c1ccncc1	x	9%	-12%	0%	-9%	-1%	-15%	-0.1	-4%
O=C(OCC(=O)N1CCOCC1)c1ccc(Br)cc1	0	-7%	-26%	1%	2%	u	-3%	1.6	-20%
COc1ccc(N(C)S(=O)(=O)c2ccc3c(c2)CCC(=O)N3)cc1	x	2%	-10%	-3%	28%	-15%	-2%	-1.0	5%
COc1ccc(-c2nc(C#N)c(NCc3cccnc3)o2)cc1OC	x	-1%	-2%	2%	19%	7%	-1%	-2.9	3%
CCOC(=O)CN1C(=O)C(Sc2n[nH]c(-c3ccc(O)cc3)n2)CCc2ccccc21 (stereo not given)	-11	7%	-18%	-6%	9%	-3%	1%	0.4	-5%
CC(=O)Nc1ccc(C(=O)OCc2ccc(Cl)cc2)cc1	x	7%	-1%	-24%	4%	7%	-7%	-2.3	-2%
CC(C)C(NC(=O)C(c1ccccc1)c1ccccc1)c1nc2ccccc2[nH]1 (stereo not given)	-3	-10%	4%	1%	-52%	-3%	-1%	-0.2	9%
CC(=O)Nc1cc2c(cc1Br)-c1ccccc1C2	-3	1%	-8%	6%	-9%	-1%	3%	-0.2	4%
CC(=O)Nc1ccc(OCC(=O)NCCc2ccccc2)cc1	9	5%	-9%	0%	-15%	-3%	-7%	-3.6	4%
Cc1ccc(CN(Cc2cccnc2)C(=S)Nc2cc(Cl)ccc2C)cc1	3	11%	-4%	1%	22%	-29%	-27%	-4.3	u
CN(C(=O)CSc1nnc(Nc2ccccc2F)s1)C1CCS(=O)(=O)C1 (stereo not given)	-12	3%	u	-12%	15%	-16%	u	0.5	7%
CCCCn1c(N)c(N(C)C(=O)C2CC(=O)N(Cc3ccco3)C2)c(=O)[nH]c1=O (stereo not given)	-2	11%	-14%	-2%	1%	8%	2%	0.3	-5%
COCC(=O)N(C)[C@H]1C[C@H]2c3cc(Oc4ccccc4C)ccc3CCN2C(=O)[C@H]1[C@H](C)O	-1	-5%	-5%	-4%	30%	16%	-10%	0.4	-8%
O=C(COC(=O)CCCOc1ccccc1)NC1CCS(=O)(=O)C1 (stereo not given)	6	-4%	-6%	-1%	8%	-22%	-11%	0.1	0%
CC(C(=O)NCCC1=CCCCC1)N1C(=O)c2ccccc2C1=O (stereo not given)	x	-6%	-2%	4%	10%	-5%	-1%	-2.3	21%
CNC(=O)c1ccccc1-c1ccccc1	9	-11%	-2%	2%	-15%	5%	-16%	2.0	-9%
CSc1ccc(Cn2c(C)c(C(=O)NCc3cccc(C(F)(F)F)c3)sc2=O)cc1	20	-7%	5%[57.1 µM]	0%	11%	-12%	4%	-0.6	u
CC(OC(=O)c1ccc(C(C)(C)C)cc1)C(=O)NC1CCCCC1C (stereo not given)	6	5%	1%	0%	x	-8%	1%	-1.0	-1%

Assay outcomes as filed in PubChem BioAssay.
